D1 agonist – human D1 receptor agonism; activation, % at 2 µM; 1% of 360,000 active; HEK293 T-REx D1 cells, calcium flux, agonist mode; AID 504660; P21728; in the data active means activation above about 30%; further: 0% is about no effect
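Inducible HEK293 T-REx D1 cells, force-coupled to calcium signalling, were plated at 4000 cells/well with tetracycline and held overnight at 30 C. After no-wash calcium dye loading, compound-evoked calcium rise over 180 s flagged agonists.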
D1 antag – antagonists of human D1 dopamine receptor. P21728. HEK293 TREx D1 cells, calcium flux, dopamine EC80; hits give low values. activity change, negative = inhibition, % at 10 µM. 3.2% of 360,000 active. AID 504652; in the data active means activity change below about -30%; further: on the % scale 0 is the no-effect control and ±100 the full control effect
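Inducible Hek293 Trex D1 cells (tetracycline, overnight, 30 C). Calcium dye 30–90 min RT. Antagonist mode: EC80 dopamine added after 180 s compound read.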
D2 PAM – positive allosteric modulators of human D2 dopamine receptor | 0.34% of 340,000 active | HEK293 T-REx D2, calcium flux, EC20 dopamine potentiation | potentiation, % at 10 µM | AID 485347;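 active means potentiation over 3 SD above the plate norm, cut at about 30% in these data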; further: 0% is about no effect
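Tetracycline-induced HEK293 T-REx cells force-coupled to calcium signalling expressed D2; compounds were pin-added after a 10 s baseline, read kinetically 180 s, then an EC20 dopamine challenge followed with a further 180 s calcium read.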
GRP78 ERSR act – induces the endoplasmic reticulum stress response in human glioma cells | U87-MG GRP78 promoter luciferase reporter, 16 h | Potency, µM, for the others: at the top dose activation, hits mostly activators | 0.02% of 420,000 active; further: potency means the concentration at half of the fitted maximal effect; series mostly up to about 76 µM; % of control where 0% means no effect; nearly all actives have a fitted effect of over 35% in size
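Stably transfected U87-MG glioma cells carrying a GRP78-based luciferase sensor; 16 h compound incubation. Luminescence end-point read 10 min after Bright-Glo addition at room temperature.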
Vif-APOBEC3F blk – blocks the Vif interaction with APOBEC3F; Potency, µM (titrated, usually from 46.1 µM), without a hit: at the highest dose activity, negative = active; HeLa A3F-eYFP + Vif (tagged APOBEC3F with the HIV-1 protein that degrades it), YFP fluorescence increase; 0.2% of 390,000 active; AID 602313; further: potency means the concentration at half of the fitted maximal effect; % of control where 0% means no effect; nearly all actives have a fitted effect of over 65% in size
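HeLa cells stably expressing Vif plus C-terminally eYFP-tagged A3F were seeded, incubated overnight at 37 deg C, dosed with compound, incubated overnight again at 37 deg C. Yellow fluorescence (Ex 488/Em 500-530) reported blocked Vif-mediated A3F-eYFP degradation.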
LDHA block – inhibitors of human lactate dehydrogenase A | P00338 | purified LDHA, NADH/diaphorase-resazurin fluorescence; hits give low values | activity change, % (values are at about 110 or 230 µM) | 0.15% of 480,000 active | AID 1347041; in the data active means activity change below about -30%; inconclusive means mostly about -25% to -30%;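 further: plate controls were DMSO wells for no effect and wells without enzyme for full effect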
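Enzyme activity of human lactate dehydrogenase 5 (2 nM; 0.06 mM NADH, 0.2 mM pyruvate, 5 min, RT) is measured via a resazurin/diaphorase fluorescence readout of residual NADH.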
RXFP1 agonist – activates the human relaxin receptor RXFP1; Q9HBX9; HEK293T-RXFP1 cAMP TR-FRET, 30 min; response scale: percent of porcine relaxin response, buffer zero; Potency, µM (top dose mostly 57.5 µM), for inactives: at the top dose activation, usual class: activators; 0.3% of 370,000 active; AID 2676; further: potency means the concentration at half of the fitted maximal effect; on the % scale 0 is the no-effect control and ±100 the full control effect; nearly all actives have a fitted effect of over 60% in size; many of its hits are not listed in these tables
Target sequence (Q9HBX9 whole entry, looked up): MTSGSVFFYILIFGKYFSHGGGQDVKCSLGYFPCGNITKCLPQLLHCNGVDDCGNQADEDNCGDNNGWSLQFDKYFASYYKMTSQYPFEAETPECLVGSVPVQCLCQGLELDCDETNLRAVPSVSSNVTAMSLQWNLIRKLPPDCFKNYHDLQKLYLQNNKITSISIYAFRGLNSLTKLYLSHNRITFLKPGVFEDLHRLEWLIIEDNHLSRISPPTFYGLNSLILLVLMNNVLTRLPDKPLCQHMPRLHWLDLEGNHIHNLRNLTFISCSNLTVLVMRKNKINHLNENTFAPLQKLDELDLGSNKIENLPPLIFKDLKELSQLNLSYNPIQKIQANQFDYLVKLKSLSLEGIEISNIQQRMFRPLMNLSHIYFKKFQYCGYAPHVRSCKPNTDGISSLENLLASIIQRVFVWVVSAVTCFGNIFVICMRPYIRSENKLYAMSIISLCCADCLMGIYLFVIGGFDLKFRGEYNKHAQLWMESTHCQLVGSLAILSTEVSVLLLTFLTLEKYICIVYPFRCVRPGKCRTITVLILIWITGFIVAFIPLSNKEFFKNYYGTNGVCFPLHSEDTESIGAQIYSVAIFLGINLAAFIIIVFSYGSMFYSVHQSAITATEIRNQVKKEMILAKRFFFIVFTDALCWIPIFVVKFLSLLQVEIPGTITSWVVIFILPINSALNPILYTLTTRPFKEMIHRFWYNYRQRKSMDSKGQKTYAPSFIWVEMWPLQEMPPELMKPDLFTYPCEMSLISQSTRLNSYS
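cAMP rise read by TR-FRET after 30 min, 37C compound exposure (up to 58 uM) in RXFP1-transfected HEK293 cells with Ro 20174 present. EC50 from Hill-equation fits, with 29 nM porcine relaxin as 100% and buffer as basal.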
D1 potentiator – potentiators of human D1 dopamine receptor; P21728; HEK293 TREx D1 cells, calcium flux, dopamine EC20 potentiation; potentiation, % at 10 µM; 0.036% of 360,000 active; AID 504651; in the data active means potentiation above about 30%; further: 0% is about no effect
Vif-A3G inh – blocks the Vif interaction with human APOBEC3G | Potency, µM (series often up to 46.1 µM), for inactives: at the highest dose activity, negative = active, actives largely listed as inhibitors | AID 602310 | Q9HC16 | 0.076% of 410,000 active | HeLa A3G-eYFP + Vif (tagged APOBEC3G with the HIV-1 protein that degrades it), YFP fluorescence, overnight;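 further: potency means the concentration at half of the fitted maximal effect; on the % scale 0 is the no-effect control and ±100 the full control effect; nearly all actives have a fitted effect of over 60% in size; hits raise eYFP signal because A3G escapes Vif-driven loss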
Target sequence (Q9HC16 whole entry, looked up): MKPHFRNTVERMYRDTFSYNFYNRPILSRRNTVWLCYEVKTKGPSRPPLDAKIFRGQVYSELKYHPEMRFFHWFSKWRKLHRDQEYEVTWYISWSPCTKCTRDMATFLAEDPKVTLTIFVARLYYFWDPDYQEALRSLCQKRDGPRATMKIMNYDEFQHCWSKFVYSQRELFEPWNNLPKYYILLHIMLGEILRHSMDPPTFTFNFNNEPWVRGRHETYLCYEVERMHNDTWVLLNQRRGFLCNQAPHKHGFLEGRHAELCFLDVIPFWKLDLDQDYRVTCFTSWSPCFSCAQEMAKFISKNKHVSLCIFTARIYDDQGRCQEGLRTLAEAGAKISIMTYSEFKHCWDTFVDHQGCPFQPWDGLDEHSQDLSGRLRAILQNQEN
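HeLa cells stably expressing Vif and C-terminally eYFP-tagged A3G, seeded overnight at 37 deg C, then exposed to compound by pintool overnight at 37 deg C. Rise in yellow fluorescence (Ex 488/Em 500-530, Acumen) marks blocked Vif-driven A3G degradation.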
* = called active by the depositor; ? = inconclusive; · = not tested or not shown; & = joins results of further samples. Unless noted, the call rests on the fitted dose curve; in most records, active means well fitted curve in the direction sought with a large enough effect; inconclusive means small, poorly fitted or top-dose-only effect, or another doubt; inactive means no such curve, though single readings can be large; an effect the other way counts as inactive or inconclusive.

Every second line gives: D1 agonist	D1 antag	D2 PAM	GRP78 ERSR act	Vif-APOBEC3F blk	LDHA block	RXFP1 agonist	D1 potentiator	Vif-A3G inh
[1] Cc1ccc(S(=O)(=O)NCCc2nnc3ccc(SCC(=O)Nc4ccc(OC(F)(F)F)cc4)nn23)cc1
  0	1	2	-5%	-1%	-10	15%	-2	-1%
[2] COc1ccc(C2=NOC(C(=O)NCCCn3ccnc3)C2)cc1 (stereo not drawn)
  2	0	12	-7%	-8%	-11	-1.0%	2	1%
[3] O=C(NCCc1ccccn1)C1CCN(S(=O)(=O)c2ccc3ccccc3c2)CC1
  0	-21	4	-6%	1%	-11	3.3%	-9	0%
[4] CCCn1c(N)c(C(=O)CSc2nnc(N)s2)c(=O)[nH]c1=O
  -1	-9	5	-4%	8%	-7	0.0%	-4	-1%
[5] COc1ccc(C(=O)CSc2nnc(CNc3ccc(F)cc3)o2)cc1
  5	-11	·	-3%	13%	-11	0.4%	-3	0%
[6] c1cn2cc(-c3ccc4c(c3)OCO4)nc2s1
  1	4	14	1%	-1%	0	-2.4%	-6	0%
[7] COC(=O)c1ccccc1NC(=O)c1cc2n(n1)C(C(F)F)CC(C(F)F)N2 (stereo not drawn)
  1	-5	8	-1%	6%	-10	1.2%	0	2%
[8] CC(=O)c1ccc(OCC(O)CN(C)Cc2cccs2)cc1 (stereo not drawn)
  37*	-43*	8	-4%	0%	-22	-0.6%	1	-1%
[9] COc1ccccc1NS(=O)(=O)c1ccc(C(=O)NCCCN2CCOCC2)cc1
  5	3	4	-3%	4%	-10	-2.0%	1	0%
[10] Cc1cc(C)c2c(N)c(S(=O)(=O)Cc3ccccc3)sc2n1
  1	11	17	-6%	·	-3	1.1%	9	-1%
[11] Cc1ccc(C(=O)NCC(=O)N2CCCCCCC2)cc1C
  1	-16	9	5%	0%	1	0.0%	-5	-8%
[12] CN(CC(=O)Nc1nccs1)S(=O)(=O)c1ccc(F)cc1
  3	-12	-3	0%	2%	1	0.9%	-4	4%
[13] CCCCn1c(N)c(N(CC(C)C)C(=O)c2ccc(S(=O)(=O)N3CCC(C)CC3)cc2)c(=O)[nH]c1=O
  -1	0	3	-4%	2%	-3	0.8%	2	-1%
[14] CCc1cccc(NC(=O)c2sc3nc[nH]c(=O)c3c2C)c1
  3	-10	·	-1%	2%	4	8.3%	-5	0%
[15] CCOC(=O)N1CCN(C(=O)Cn2c(=O)sc3ccccc32)CC1
  3	10	12	-7%	-3%	-4	1.9%	1	1%
[16] CCOCCOCCC(C(=O)O)P(=O)(c1ccccc1)c1ccccc1 (stereo not drawn)
  2	-1	-1	-6%	3%	-2	2.2%	-5	-3%
[17] COc1ccc(C(=O)C2CCCN(C(=O)c3csc(SC)n3)C2)cc1F (stereo not drawn)
  ·	·	·	-1%	-2%	2	·	·	-1%
[18] Cc1c(C#N)c2ncnc(-c3ccccc3)c2n1-c1ccccc1
  2	-2	5	-5%	-1%	-16	-0.1%	4	3%
[19] Cc1ccc(C)c2[nH]c(=O)c(CN(CCN3CCCC3)C(=O)Nc3ccc(F)cc3)cc12
  2	-36*	-26	-5%	2%	-2	2.4%	-8	1%
[20] O=C1CNC(=O)N1CC(O)Cn1c2ccccc2c2ccccc21 (stereo not drawn)
  1	1	-3	-4%	2%	-5	2.1%	-1	-6%
[21] Cc1ccc(N(CC(=O)NC2CCCCC2)C(=O)CCC(=O)Nc2nccs2)cc1
  4	-14	0	-1%	0%	-6	3.6%	·	-3%
[22] O=C1Nc2cc(Cl)ccc2C1(N1CCNCC1)C(F)(F)F (stereo not drawn)
  0	10	4	-5%	0%	-5	-1.9%	0	0%
[23] CCN(CC)S(=O)(=O)c1ccc(C(=O)Nc2cc(C)on2)cc1
  5	3	·	-2%	4%	-3	3.6%	1	3%
[24] CCn1c(Cc2ccccc2)nnc1SCC(=O)Nc1nc(C)cs1
  3	-5	-13	-4%	-6%	-5	-1.6%	8	-1%
[25] CN(C)CCn1cnc2c1c(=O)n(C)c(=O)n2C
  1	-15	-3	-2%	1%	-6	7.8%	3	-1%
[26] COc1ccccc1N1CCN(CC(=O)Nc2ccc(Cl)c(C(F)(F)F)c2)CC1
  2	9	-30	-2%	-4%	-1	0.2%	0	0%
[27] O=C(c1cc(S(=O)(=O)N2CCOCC2)c(Cl)cc1Cl)N1CCCCC1CO (stereo not drawn)
  -1	2	7	0%	3%	-12	0.7%	8	2%
[28] COc1ccc(C(=O)N/C(=C/c2cccs2)c2nc3ccccc3[nH]2)cc1OC
  1	-8	6	1%	-4%	-3	1.4%	-2	-14%
[29] CCCCN1CCC(=O)C(C(=O)OCC)=C1C(=O)OCC
  ·	·	·	-5%	-1%	-2	·	·	5%
[30] CCOC(=O)c1sc(N)c(C(=O)OCC)c1COC(=O)C1CC(=O)N(Cc2ccco2)C1 (stereo not drawn)
  1	-9	19	0%	1%	4	-0.1%	-3	-4%
[31] Cc1ccc(N(CC(=O)Nc2ccc(Br)c(C)c2)S(=O)(=O)c2cccs2)cc1
  3	-52*	-10	-3%	7%	-3	0.0%	-3	-3%
[32] Cn1c2ccccc2c2nnc(SCC(=O)NC3CC3)nc21
  2	-3	5	0%	12%	-3	?	·	-2%
[33] COc1ccccc1NC(=S)N(CCN1CCCCCC1)Cc1cccs1
  6	-14	-9	-3%	-1%	-3	2.3%	8	-1%
[34] CC(=O)c1c(N2CCN(C)CC2)[nH]c(-c2ccccc2)nc1=S
  0	-1	-27	1%	-2%	-5	0.1%	-6	-4%
[35] COc1cccc(Cc2nc3ccccc3nc2SCC(=O)N2CCCc3ccccc32)c1
  6	-3	12	-5%	2%	9	?	-1	-1%
[36] COc1ccc(/C=C2\SC(=O)N(CCNC(=O)Cc3coc4cc(C)ccc34)C2=O)cc1OC
  1	16	9	-3%	0%	-1	-0.7%	10	3%
[37] CC(C)NC(=O)C1CCN(C(=O)N(C)C)CC1
  4	6	5	-5%	-9%	-6	0.8%	-1	0%
[38] COc1ccccc1CN1CCCC(CN(CCN(C)C)C(=O)C2CCCC2)C1 (stereo not drawn)
  -3	32	12	-5%	1%	-5	-8.8%	-10	2%
[39] Cc1ccc2c(c1)Cc1c(nc(-c3ccc(F)cc3)nc1SCC(=O)N1CCCCC1)O2
  0	0	1	-5%	-8%	-11	-1.5%	-2	0%
[40] O=C(CN1CCN(CN2C(=O)NC3(CCCCCC3)C2=O)CC1)Nc1ccc(F)cc1
  3	2	4	-5%	-17%	-2	-1.5%	1	-4%
[41] Cc1ccc(-c2ccc(/C=N\n3cnnc3)o2)c(Br)c1
  5	-1	-10	-5%	-6%	-1	0.9%	-1	-1%
[42] Cc1noc(C)c1S(=O)(=O)N(CC(=O)NCc1ccc2c(c1)OCO2)c1ccc(C(C)C)cc1
  4	-8	-4	-7%	-11%	1	0.6%	-5	2%
[43] Clc1ccc(CCNc2ncnc3c2nnn3Cc2ccccc2)cc1
  6	3	4	0%	-4%	-6	3.1%	-5	-6%
[44] CCOCCCNC(=O)C1(O)c2cc(Br)ccc2NC(=O)N1c1ccc(C)c(C)c1 (stereo not drawn)
  4	-20	3	2%	1%	-6	2.5%	-5	0%
[45] C=C[C@@H]1c2c(F)cccc2N(S(=O)(=O)c2ccc(C)cc2)[C@H](c2ccc(C(=O)OC)cc2)C1(C#N)C#N
  8	6	4	-5%&0%	-13%	-1	0.6%	-2	-20%&-25%

An excerpt of these results, tab-delimited:
#	SMILES	D1 agonist	D1 antag	D2 PAM	GRP78 ERSR act	Vif-APOBEC3F blk	LDHA block	RXFP1 agonist	D1 potentiator	Vif-A3G inh
39	Cc1ccc2c(c1)Cc1c(nc(-c3ccc(F)cc3)nc1SCC(=O)N1CCCCC1)O2	0	0	1	-5%	-8%	-11	-1.5%	-2	0%
41	Cc1ccc(-c2ccc(/C=N\n3cnnc3)o2)c(Br)c1	5	-1	-10	-5%	-6%	-1	0.9%	-1	-1%
40	O=C(CN1CCN(CN2C(=O)NC3(CCCCCC3)C2=O)CC1)Nc1ccc(F)cc1	3	2	4	-5%	-17%	-2	-1.5%	1	-4%

(continued)
Every second line gives: D1 agonist	D1 antag	D2 PAM	GRP78 ERSR act	Vif-APOBEC3F blk	LDHA block	RXFP1 agonist	D1 potentiator	Vif-A3G inh
[46] CN1C[C@@H]2[C@@H]3C(=O)N(Cc4ccccc4)C(=O)[C@@H]3[C@](Cc3ccccc3)(C1=O)N2C(=O)c1ccccc1
  ·	·	·	-1%	0%	-11	·	·	1%
[47] O=C(NCc1ccccc1F)C1CCN(S(=O)(=O)c2ccccc2)CC1
  4	0	-8	-2%	-4%	-14	-0.9%	10	0%
[48] COc1ccc(-n2c(=O)c3c4c(sc3n(Cc3cc(=O)n5c(C)cccc5n3)c2=O)CCC4)c(OC)c1
  5	11	-1	3%	-6%	4	16%	0	-8%
[49] Cc1c(Cl)cccc1NC(=O)C1CCCN(S(C)(=O)=O)C1 (stereo not drawn)
  4	-4	4	-2%	7%	-12	2.1%	10	-6%
[50] COc1cc(C2C(C(=O)c3ccc(C)o3)=C(O)C(=O)N2CCc2ccccc2)ccc1O (stereo not drawn)
  3	4	-4	-3%	-4%	0	3.1%	0	-5%
[51] CC(CNC(=O)CN1C(=O)NC2(CCOc3ccccc32)C1=O)c1ccccc1 (stereo not drawn)
  4	12	3	-1%	-2%	-2	0.3%	·	-5%
[52] Cc1ccc(C(=O)Nc2nc(=O)n(C(=O)c3ccccc3C)s2)cc1
  0	10	-7	3%	-25%	-2	-0.4%	0	-17%
[53] NC(=O)CNc1ncc(C(F)(F)F)cc1Cl
  4	6	-1	2%	0%	-13	0.0%	1	2%
[54] CCOC(=O)c1sc(NC(=O)CSc2nnc(-c3ccco3)n2CC)c(C(=O)OCC)c1C
  2	7	11	-2%	-8%	4	0.8%	3	4%
[55] Cc1cccc(NC(=S)Nc2ccccn2)c1
  1	-14	-1	6%	?	-9	-0.1%	4	-8%
[56] Cc1ccc(C)c(NC(=O)CN(C)C(=O)c2ccc(Cl)nc2)c1
  0	1	-4	0%	1%	-3	-1.3%	0	-2%
[57] Cc1ccc(S(=O)(=O)Nc2nc3cc(C)c(C)cc3[nH]2)cc1
  2	1	1	-4%	0%	-5	1.1%	-1	-3%

Source: PubChem BioAssay

A portion of the library (hit frequency here may not be typical).
